Screening data deposited in PubChem by National Center for Advancing Translational Sciences (NCATS).
TDP1 cell noCPT: qHTS for Inhibitors of human tyrosyl-DNA phosphodiesterase 1 (TDP1): qHTS in cells in absence of CPT. DT40 Tdp1-/- hTDP1 cells, no CPT, ATP luminescence, 48 h. Potency, µM (doses to about 46.2 µM), without a hit: at the top dose activity change, negative = growth inhibition, hits mostly inhibitors. 420,000 tested, 15% active. AID 686978, 2013; also: nearly all actives have a fitted effect of over 55% in size
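Cells were dispensed at 400 per well, compounds added by pin tool, plates incubated ≥48 hr at 37 °C, then CellTiter-Glo added for 30 min at room temperature before luminescence reading. Line: DT40 Tdp1-/- complemented with hTDP1; camptothecin omitted.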
TDP1 cell CPT: growth inhibition of DT40 Tdp1-/-;hTDP1 cells with camptothecin (screen for TDP1 inhibitors); chicken DT40 Tdp1-/-;hTDP1 cells + 20 nM CPT, ATP luminescence, 48 h; Potency, µM (doses to about 46.2 µM), inactives show at the top dose activity change, negative = growth inhibition, actives largely listed as inhibitors; 420,000 tested, 12% active; also: nearly all actives have a fitted effect of over 55% in size
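Cell growth measured by CellTiter-Glo luminescence after a minimum 48 h, 37 C compound exposure with 20 nM CPT in Tdp1-knockout DT40 cells stably expressing hTDP1, seeded 400/well; qHTS titration format.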
TDP1 inh: inhibitors of human tyrosyl-DNA phosphodiesterase TDP1. Q9NUW8. recombinant TDP1, AlphaScreen DNA substrate cleavage. Potency, µM (titrated, usually from 130 µM), for inactives: at the highest dose activity change, negative = inhibition, most hits filed as inhibitors. 350,000 tested, 0.28% active. AID 485290; also: nearly all actives have a fitted effect of over 40% in size
Target sequence (Q9NUW8 whole entry, looked up): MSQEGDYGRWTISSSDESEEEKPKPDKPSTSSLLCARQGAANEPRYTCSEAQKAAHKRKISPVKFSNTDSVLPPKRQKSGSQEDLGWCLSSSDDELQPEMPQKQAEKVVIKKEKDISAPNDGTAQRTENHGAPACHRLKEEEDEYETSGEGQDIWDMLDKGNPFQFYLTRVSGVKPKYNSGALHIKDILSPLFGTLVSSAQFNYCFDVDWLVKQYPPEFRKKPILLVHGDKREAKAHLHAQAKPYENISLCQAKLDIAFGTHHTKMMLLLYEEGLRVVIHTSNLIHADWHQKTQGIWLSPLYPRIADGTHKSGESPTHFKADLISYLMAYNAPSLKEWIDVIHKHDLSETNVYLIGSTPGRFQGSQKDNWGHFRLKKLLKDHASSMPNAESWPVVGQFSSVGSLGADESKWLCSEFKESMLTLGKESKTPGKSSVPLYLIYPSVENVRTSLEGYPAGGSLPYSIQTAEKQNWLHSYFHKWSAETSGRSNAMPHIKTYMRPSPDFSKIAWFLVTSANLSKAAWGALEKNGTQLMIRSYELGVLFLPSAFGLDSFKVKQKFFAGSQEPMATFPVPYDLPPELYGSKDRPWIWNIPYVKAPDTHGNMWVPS
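Recombinant human Tdp1 (E. coli-expressed, 1 nM final) preincubated with compounds 15 min at room temperature, then 5'-biotin/3'-phosphotyrosine-FITC DNA substrate (15 nM final) added for 5 min. AlphaScreen beads (10 ug/ml final) added 10 min; cleavage lowers signal.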
The depositor's hits bear a star; ? = inconclusive; . = not tested or not shown; & = joins results of further samples; [ ] = remark or other dose. Calls follow the shape of the dose curve; as a rule, active = well fitted curve in the direction sought with a large enough effect; inconclusive = small, poorly fitted or top-dose-only effect, or another doubt; inactive = no such curve, though single readings can be large; an effect the other way counts as inactive or inconclusive. % is scaled to controls: 0 for no effect and ±100 for the full control effect; potency is read from the fitted curve at half-maximal effect.

SMILES	TDP1 cell noCPT	TDP1 cell CPT	TDP1 inh
O=C(NC(=S)Nc1ccccc1Cl)c1csnn1	-10%	-22%	9%
COc1ccc(Cl)cc1NC(=O)COC(=O)CCc1cc(OC)c(OC)c(OC)c1	4%	0%	0%
Cn1c(Cc2csc(N)n2)nnc1SCC(=O)NC1CCCCC1	1%	9%	8%
O=C(COC(=O)c1cc(=O)[nH]c2ccccc12)NC1CCCCC1	-15%	0%	1%
CC(C)CNC(=S)NNC(=O)c1ccccc1OC(F)F	-12%	3%	9%
CCc1cccc(CC)c1NC(=O)c1ccccc1CCc1ccccc1	?	-2%	2%
COC(=O)[C@@]12C[C@@H](CC(=O)N3CCCC3)C(=O)N(Cc3cccc4ccccc34)C1=CCC(C)(C)C2	?	?	.
CCOC(=O)c1c(C)[nH]c(C(=O)CN2C(=O)C(=O)N(CC(C)C)C2=O)c1C	0%	2%	1%
COc1cccc(S(=O)(=O)Nc2cccnc2)c1	-13%	?	-2%
COC(=O)c1cnc(Nc2nc(C(N)c3ccccc3Cl)cs2)nc1C(F)(F)F (stereo not given)	26µM*	?	.
COc1ccc(S(=O)(=O)N2CCC(C(=O)NCc3cccs3)CC2)cc1	?	-13%	-6%
Cc1ccc(-c2nnn(CC(=O)N(c3cccc(F)c3)C(C(=O)NC3CCCC3)c3ccco3)n2)o1 (stereo not given)	16µM*	21µM*	3%
CCN(CC(=O)NCCCN1CCOCC1)S(=O)(=O)c1ccc(F)cc1	16%	2%	10%[0.0935 µM]
C[C@H](CO)N1C[C@H](C)[C@@H](CN(C)Cc2ccc(C(=O)O)cc2)Oc2c(NS(=O)(=O)c3ccccc3)cccc2C1=O	-11%	2%	1%
FC(F)(F)c1cccc(Sc2cc(C(F)(F)F)nc(-c3ccccn3)n2)c1	21µM*	18µM*	5%
Cc1cc(C)c2nc(SC3CCOC3=O)cc(C)c2c1 (stereo not given)	3%	14%	3%
Cn1cnnc1SCC(=O)NCc1cccc(C(F)(F)F)c1	-14%	-5%	-3%
CCOC(=O)C1(C)CCCCN1C(=O)c1ccc(N(C)C)cc1 (stereo not given)	?	-27%	.
O=C1CCCCCN1C(=O)c1ccc(C(=O)N2CCCCCC2=O)cc1	-29%	-8%	1%
COc1ccc(NC(=O)CCc2nc3c(C)nn(-c4ccc(C)cc4)c3n(C)c2=O)c(OC)c1	-19%	-5%	-6%
Brc1ccc2[nH]c3c(NCc4ccccn4)ncnc3c2c1	?	?	3%
C/C(Cc1ccccc1)=N\NC(=O)CNC(=O)c1ccccc1Br	18%	-30%	1%
CNC(=O)C1CCC(Cn2c(=O)c3sccc3n(CC(=O)N3CCC(C)CC3)c2=O)CC1 (stereo not given)	1%	2%	-2%
CCCCNC(=O)/C=C/c1ccc(S(=O)(=O)Nc2ccc(OC)cc2)cc1	-7%	-30%	3%
COc1ccc(Cc2nc3ccc(C(=O)N4CCCN(C=O)CC4)cc3o2)cc1	7%	-18%	2%
Cc1ccc(S(=O)(=O)N(CC(=O)NC2CC3CCC2C3)c2ccccc2)cc1 (stereo not given)	?	?	.
COc1ccc2cnn(Cc3ccccc3)c(=O)c2c1OC	?	?	-7%
CC(C)NC(=O)C(=O)NCCN1CCN(S(=O)(=O)c2ccc(Cl)cc2)CC1	-1%	-18%	-1%
O=C(O)CCC(=O)Nc1ccc(Br)cc1C(=O)c1ccccc1Cl	2%	-6%	.
COc1ccc(-n2nnc(-c3nc(-c4ccc5c(c4)OCO5)no3)c2C)cc1Cl	-3%	-3%	-3%
Cc1ccc(S(=O)(=O)N(Cc2cccc(Cl)c2)C(=O)N2CCN(C)CC2)cc1	-3%	-2%	.
CCOc1ccc(C(=O)Nc2c3c(nn2-c2ccc(F)cc2)CS(=O)C3)cc1 (stereo not given)	-8%	-6%	4%
O=C(NCc1ccccc1)/C(=C\c1ccc([N+](=O)[O-])cc1)NC(=O)c1ccco1	-6%	-4%	5%
COc1cc2sc(-c3ccc(S(C)(=O)=O)cc3)c(-c3ccc4c(c3)OCO4)c2cc1OC	?	-10%	0%
COc1ccc(NC(NC(=O)c2ccc(OC)cc2)C(Cl)(Cl)Cl)cc1 (stereo not given)	?	?	10%
CCc1nnc(NC(=O)CSc2nc3ccccc3c(=O)n2CCCOC)s1	-14%	-8%	-5%
Cc1cccc(Cn2c(=O)oc3ccc(C)cc32)c1	-8%	1%	.
CCN1CCCC(CO)(Cc2ccccc2)C1 (stereo not given)	-7%	5%	-5%
COc1ccc(/C=N/NC(=O)c2sc3nc(C)cc(C)c3c2N)cc1	?	-23%	.
COc1cc(OC)nc(-n2ncc(OC)c(Br)c2=O)n1	?	?	1%
Cc1ccccc1C(=O)N1[C@@H](C(C)C)COc2cc(Br)ccc2S1(=O)=O	?	?	.
CN(C)/C=N/c1nc2nccc(-c3ccccc3)n2n1	?	?	5%
Cc1ccc(C)c(C(=O)Nc2c(C(N)=O)oc3ccccc23)c1	-25%	-26%	0%
COC(=O)c1nnn(-c2nonc2N)c1CSc1ccc(Cl)cc1	?	-14%	-3%
CCc1cccc(NC(=O)NC(=O)Cn2nnc(C(=O)OC)c2C(=O)OC)c1	-18%	-8%	0%
COc1cc(NC(=O)NC(C)(C(F)(F)F)C(F)(F)F)cc(OC)c1OC	?	-12%	5%
CC1(c2ccccc2Cl)NC(=O)N(CC(=O)NCCC2=CCCCC2)C1=O (stereo not given)	-1%	3%	0%
COc1ccccc1NC(=O)NCCN1CCCCC1	6%	-1%	-10%
Cn1c(=O)c2sccc2n(Cc2ccc(Br)cc2)c1=O	?	4%	.
CC(NC=O)c1nc2ccccc2n1CCc1ccccc1 (stereo not given)	?	?	.
Cc1cccc(C2C3=C(Nc4[nH]n(-c5ccccc5)c(=O)c42)c2ccccc2C3=O)c1 (stereo not given)	?	?	12%
O=C(NCCc1ccccc1)c1nc(-c2ccc(Cl)cc2)n2c1CCCCC2	10µM*	12µM*	10%
O=C1C2C3c4ccccc4C(c4ccccc43)C2C(=O)N1c1ccncc1 (stereo not given)	16µM*	21µM*	4%
COC(=O)C1(C)NC(c2ccc(OC)cc2)C2C(=O)N(c3ccccc3)C(=O)C21 (stereo not given)	?	0%	.
CCOC(=O)c1c(C)[nH]c(C(=O)COC(=O)CCS(=O)(=O)c2ccc(C)cc2)c1C	-11%	29%	0%
CC(C)(C)OC(=O)N1CCCC(C(=O)Nc2ccc(C(=O)NC3CC3)cc2)C1 (stereo not given)	8%	11%	.
CS(=O)(=O)Nc1ccc2c(c1)[C@@H]1C[C@@H](CC(=O)NCc3cccnc3)O[C@H](CO)[C@@H]1O2	-12%	-23%	.
NCCCCC(=O)O	-3%&-8%	-6%&12%	-6%&10%[56.1 µM]
COc1cc(/C=N/NC(=O)Cc2csc(N3CCOCC3)n2)cc(OC)c1O	-13%	3%	5%
O=C(Nc1nnc(Cc2ccccc2)s1)c1ccco1	-6%	-7%	2%

Continuation.
SMILES	TDP1 cell noCPT	TDP1 cell CPT	TDP1 inh
CC(C)CN(C(=O)Cn1nnc(-c2ccc(Cl)cc2)n1)C1CCS(=O)(=O)C1 (stereo not given)	-12%	0%	.
CCCCn1nc2cc(C(=O)NCc3ccco3)ccc2c1OCC	-8%	6%	6%
Nc1cc(=O)nc(SCC(=O)Nc2ccccc2Cl)n1-c1ccccc1	6%	6%	-3%
COc1ccc(NC(=O)Nc2cc(C)cc(C)c2)cn1	?	-17%	.
S=c1[nH]nc(-c2ccc3ccccc3n2)n1-c1cc(Cl)cc(Cl)c1	16µM*	?	-3%
c1coc(Cn2nnnc2CN2CCN(C3CCCC3)CC2)c1	-3%	-15%	2%
Nc1nc(Nc2ccccc2)nc(NCc2ccccc2)c1[N+](=O)[O-]	?	?	.
CCc1ccc(S(=O)(=O)NCc2cn3ccccc3n2)s1	?	?	9%
CC1(O)C(=O)c2ccccc2N(c2ccccc2)C1=O (stereo not given)	?	-7%	0%
CC(C)COc1ccc(/C(O)=C2/C(=O)C(=O)N(CCN(C)C)C2c2ccncc2)cc1 (stereo not given)	-21%	1%	4%
C(=N\Nc1nc(N2CCOCC2)nc(N2CCOCC2)n1)/c1cccnc1	-11%	0%	-5%
O=c1c(Cl)c(N2CCOCC2)cnn1-c1nc2ccccc2[nH]1	0%	-19%	4%

12 entries out of the list, ordered by length of the SMILES, lowest first:
SMILES	TDP1 cell noCPT	TDP1 cell CPT	TDP1 inh
COc1cccc(S(=O)(=O)Nc2cccnc2)c1	-13%	?	-2%
O=C(Nc1nnc(Cc2ccccc2)s1)c1ccco1	-6%	-7%	2%
COc1ccc2cnn(Cc3ccccc3)c(=O)c2c1OC	?	?	-7%
CC1(O)C(=O)c2ccccc2N(c2ccccc2)C1=O (stereo not given)	?	-7%	0%
Cn1c(Cc2csc(N)n2)nnc1SCC(=O)NC1CCCCC1	1%	9%	8%
COC(=O)c1nnn(-c2nonc2N)c1CSc1ccc(Cl)cc1	?	-14%	-3%
C(=N\Nc1nc(N2CCOCC2)nc(N2CCOCC2)n1)/c1cccnc1	-11%	0%	-5%
CC1(c2ccccc2Cl)NC(=O)N(CC(=O)NCCC2=CCCCC2)C1=O (stereo not given)	-1%	3%	0%
COc1ccc(Cc2nc3ccc(C(=O)N4CCCN(C=O)CC4)cc3o2)cc1	7%	-18%	2%
CCOC(=O)c1c(C)[nH]c(C(=O)COC(=O)CCS(=O)(=O)c2ccc(C)cc2)c1C	-11%	29%	0%
COc1ccc(NC(=O)CCc2nc3c(C)nn(-c4ccc(C)cc4)c3n(C)c2=O)c(OC)c1	-19%	-5%	-6%
Cc1ccc(-c2nnn(CC(=O)N(c3cccc(F)c3)C(C(=O)NC3CCCC3)c3ccco3)n2)o1 (stereo not given)	16µM*	21µM*	3%

Further results follow.
SMILES	TDP1 cell noCPT	TDP1 cell CPT	TDP1 inh
Cc1cc(C)nc(NCCO)n1	-1%	23%	-3%
COc1ccc(C(=S)N2CCN(c3cccc(Cl)c3)CC2)cc1	-29%	-2%	-2%
O=C(c1ccc(C(F)(F)F)cc1)N(Cc1cc2ccc(F)cc2nc1N1CCOCC1)C1CC1	?	3%[9.04 µM]	.
CS(=O)(=O)c1ccc2nc(NC(=O)CN3C(=O)NC4(CCCC4)C3=O)sc2c1	4%	1%	0%
CC(C)(C)C1CCC(CN2CCC(CN3C(=O)C(=O)NC[C@@H]3Cc3ccccc3)CC2)CC1 (stereo not given in full)	?	?	.
COCc1cc(C)nc(OCC(=O)N/N=C/c2ccc(OC)c(O)c2)c1C#N	-19%	-9%	5%
CNC(=O)N(O)C1N(/N=C/c2cc(Br)ccc2O)C(=S)SC1(C)C (stereo not given)	?	?	.
CCN(c1ncnc2c1c(-c1ccccc1)cn2-c1ccccc1)C1CCCCC1	0%	-20%	-3%
O=C(/C=C/c1ccc(Cl)cc1)OCC(=O)c1ccc[nH]1	3%	-1%	1%
O=C(CCS(=O)(=O)c1nc(-c2ccc3c(c2)OCO3)cc(C(F)(F)F)n1)Nc1ccc(F)cc1F	21µM*	?	6%
COc1cc(C2=NOC(C(=O)Nc3cccnc3)C2)cc(OC)c1OC (stereo not given)	9%	5%	5%
COc1ccc(/C=C/C(=O)N(Cc2ccccc2)c2ccccn2)cc1OC	-8%	-2%	4%
O=S(=O)(NCc1ccccc1)c1ccc2ccccc2c1	0%	?	.
COc1cccc(CNC(=O)CCc2c(C)c3cc4c(C)coc4cc3oc2=O)c1	16µM*	13µM*	5%
CC(NC(=O)C(C)(C)C)C(c1cccs1)N1CCOCC1 (stereo not given)	-1%	-6%	-1%
COc1ccc(-c2noc(N3CCC(C(=O)N(C)c4ccccc4C)CC3)n2)cc1	?	?	.
NC(=O)c1nn(CC(=O)Nc2cccc(S(=O)(=O)N3CCCCCC3)c2)c(=O)c2ccccc12	-1%	-25%	1%
CCS(=O)(=O)Nc1ccc2c(c1)OCO2	9%	0%	6%
CCOc1ccccc1C(=O)OCC(=O)Nc1ncc(C(F)(F)F)cc1Cl	1%	-21%	9%
COc1ccc(CCN2C(=O)N(c3ccc(C)cc3)C(=O)C2CC(=O)Nc2ccc(F)cc2)cc1 (stereo not given)	21µM*	?	4%
O=C(CCNC(=O)c1ccc([N+](=O)[O-])cc1)NNC(=O)c1ccccc1F	11%	3%	0%
COc1ccc(OC)c(NC(=O)C2C3C=CC(C3)C2C(=O)NCc2ccccn2)c1 (stereo not given)	-5%	24%	1%
C=CCSc1nnc2c(n1)OC(c1ccccn1)N(C(C)=O)c1ccccc1-2 (stereo not given)	-15%	-1%	-4%
CCn1c(=O)c2c(nc3n2CCN3c2ccc(OC)cc2)n(C)c1=O	-10%	?	4%
Cc1cc(C)n(C(=O)COc2ccc(Cl)cc2Cl)n1	1%	6%	-2%
